Bioassay records (PubChem)
CTSL1 counter: counter-screen for PFM18AAP inhibitors: inhibitors of F. hepatica cathepsin L1 | recombinant F. hepatica cathepsin L1, Z-Leu-Arg-MCA fluorescence | inhibition, % at 5.96 µM | actives 0.49% (n = 300,000);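 active = inhibition above the mean of all tested compounds plus 3 SD, set per screening campaign, cut at about 17% in these data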;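 note: 0% = plate median of test compound wells and 100% = 1 µM Z-Phe-Ala-diazomethylketone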
PREPL inh: human PREPL enzyme inhibition | Q4J6C6 | recombinant PREPL, fluorescence polarization activity-based probe | inhibition, % at 5.96 µM | actives 0.68% (n = 320,000); in the data active = inhibition above about 43%;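 note: 0% = enzyme with DMSO and 100% = wells lacking enzyme; many of its hits are not listed in these tables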
GASC-1 inh: inhibitors of human GASC-1 (JMJD2C) demethylase. Q9H3R0. GST-JMJD2C(1-420) H3K9me3 demethylation, DELFIA europium. inhibition, % at 2.35 µM. actives 0.069% (n = 330,000). AID 2099;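 active = more than half of a compound's replicate wells show inhibition beyond 50%, single wells judged on their own value; inconclusive = some, but no more than half, of replicates pass 50% inhibition; inactive = no replicate passes 50% inhibition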;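 note: signal counts dimethyl H3K9 product captured on neutravidin plate; 0% = median of DMSO wells and 100% = 0.3 times that DMSO median; strong numbers were not always called active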
Target sequence (Q9H3R0 1-420 limits assumed): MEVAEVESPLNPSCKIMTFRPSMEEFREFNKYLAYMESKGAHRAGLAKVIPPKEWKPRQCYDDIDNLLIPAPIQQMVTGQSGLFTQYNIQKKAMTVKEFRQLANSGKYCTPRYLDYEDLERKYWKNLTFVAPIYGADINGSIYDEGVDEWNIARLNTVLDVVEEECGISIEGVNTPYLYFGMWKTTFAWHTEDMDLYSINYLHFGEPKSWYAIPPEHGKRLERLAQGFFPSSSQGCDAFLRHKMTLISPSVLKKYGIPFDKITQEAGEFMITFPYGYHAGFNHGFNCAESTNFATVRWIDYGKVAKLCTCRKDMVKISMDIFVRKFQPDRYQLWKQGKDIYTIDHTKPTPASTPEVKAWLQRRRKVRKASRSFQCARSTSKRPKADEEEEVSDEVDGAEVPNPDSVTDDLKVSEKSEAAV
Efflux pump inh: inhibitors of Candida antifungal efflux pumps expressed in yeast | S. cerevisiae Candida pump triplex, Nile Red efflux | inhibition, % at 10 µM | actives 0.44% (n = 330,000);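 active = plate passing quality check with inhibition over a set limit, or well fluorescence over plate mean plus 4 SD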;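 note: Nile Red retained in pooled yeast measured as flow cytometry median fluorescence; 0% = buffer negative control and 100% = Enniatin B positive control; higher means more Nile Red kept so more efflux inhibition; some compounds called inactive have numbers as strong as hits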
core dimer inh: blocks dimerization of HCV core protein; TR-FRET GST/Flag-core106 dimerization, 1536-well; inhibition, % at 5 µM; actives 0.33% (n = 300,000); AID 1899;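 active = inhibition above the mean of all tested compounds plus 3 SD, set per screening campaign, cut at about 45% in these data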
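Assay system – GST-tagged and Flag-tagged HCV core protein residues 1-106 · Quantity – core106 proteins, GST 13.5 nM and Flag 17 nM · Benchmarks – unlabelled core106 and no-GST-core106 wells · Read-out basis – percent inhibition of core106 dimerization signal · Detection – time-resolved FRET, ex 340 nm, em 617 and 671 nm · Schedule – 4 h at 22.5 °C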
LYPLA2 inh: blocks human lysophospholipase 2, a PME1 counter-screen | actives 0.38% (n = 320,000) | recombinant LYPLA2, FP-Rh probe fluorescence polarization | AID 2177 | inhibition, % at 5.9 µM | O95372;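 active = inhibition above the screen-wide mean plus 3 SD, limit set per campaign, cut at about 26% in these data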;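 note: 0% = LYPLA2 with DMSO and 100% = wells lacking LYPLA2 enzyme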
Target sequence (O95372 whole entry, looked up): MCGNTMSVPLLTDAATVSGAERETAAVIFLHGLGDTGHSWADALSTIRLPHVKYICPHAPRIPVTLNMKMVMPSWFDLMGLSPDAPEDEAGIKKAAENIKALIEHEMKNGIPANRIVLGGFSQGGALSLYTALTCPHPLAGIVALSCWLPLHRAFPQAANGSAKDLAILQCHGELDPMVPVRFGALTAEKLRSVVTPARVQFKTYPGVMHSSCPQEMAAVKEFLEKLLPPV
PP1 inh: counter-screen for PP5 inhibitors: inhibitors of human PP1-alpha; purified PP1alpha, OMFP fluorescence; actives 0.9% (n = 320,000); P62136; AID 2235; inhibition, % at 6.7 µM;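 active = inhibition above the mean inhibition of all tested compounds plus 3 SD, computed separately for each screening campaign, cut at about 15% in these data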
Target sequence (P62136 whole entry, looked up): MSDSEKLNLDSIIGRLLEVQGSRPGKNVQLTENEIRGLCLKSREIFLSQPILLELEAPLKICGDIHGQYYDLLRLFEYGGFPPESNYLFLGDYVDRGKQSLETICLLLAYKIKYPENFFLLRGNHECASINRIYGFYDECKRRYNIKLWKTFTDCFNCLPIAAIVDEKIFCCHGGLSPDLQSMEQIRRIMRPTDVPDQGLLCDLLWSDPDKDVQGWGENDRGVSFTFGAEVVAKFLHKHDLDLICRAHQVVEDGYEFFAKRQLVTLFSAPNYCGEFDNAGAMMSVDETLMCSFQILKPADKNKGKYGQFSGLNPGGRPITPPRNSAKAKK
PP5 primary: inhibitors of human protein phosphatase 5 (PP5); inhibition, % at 6.7 µM; purified PP5c, OMFP substrate fluorescence; actives 0.18% (n = 320,000); AID 1987;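 active = inhibition above the campaign's mean inhibition across all tested compounds plus 3 SD, cut at about 9.5% in these data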;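 note: 0% = DMSO only and 100% = 100 µM cantharidin control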
TPT1 inhibitor: blocks Candida albicans tRNA 2'-phosphotransferase; actives 0.81% (n = 300,000); AID 1962; inhibition, % at 5 µM; recombinant caTPT1, FP RNA substrate dephosphorylation;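 active = inhibition above the mean of all tested compounds plus 3 SD, set per screening campaign, cut at about 24% in these data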;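 note: plate controls were DMSO alone for no effect and ferristatin control at 100 nM for full effect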
* = called active by the depositor; i = inactive; ? = inconclusive; · = not tested or not shown. The list is partial, so the mix of outcomes need not match the whole.

Values run as follows: LYPLA2 inh	PP5 primary	core dimer inh	PREPL inh	PP1 inh	CTSL1 counter	Efflux pump inh	TPT1 inhibitor	GASC-1 inh
COc1ccc(NC(=O)COc2nc(N(C)C)nc(N(C)C)n2)cc1
  -2	1.6	-9	-2	1	-6	0.0	-1	22
CCCn1cnc2cc(NCc3ccccc3O)ccc21
  6	2.8	-4	2	1	-3	-0.1	-1	12
COC(=O)c1[nH]c(C)c(/C(O)=C2\C(=O)C(=O)N(CCN3CCOCC3)C2c2ccccc2OC)c1C (stereo not given)
  0	11*	-3	5	2	2	0.1	-4	-2
O=C(CN(c1ccc(F)cc1)S(=O)(=O)c1ccccc1)NC1CCCCCC1
  2	2.1	-2	8	-7	1	0.8	1	4
Cc1cccc(NC(=O)CNC(=O)c2ccco2)n1
  2	0.0	-2	-1	-1	-4	-0.1	-2	4
O=[N+]([O-])c1ccccc1/C=N/N1CCN(c2ccc(Cl)cc2)CC1
  7	0.2	4	13	-2	3	-0.3	0	5
Cn1nc(C(F)(F)F)c2cc(NC(=O)OCc3ccc(F)cc3)sc21
  -13	3.1	2	23	4	1	0.0	-1	2
CC(=O)N1CCC(C(=O)OCc2ccc(Cl)cc2)(c2ccccc2)CC1
  5	3.6	10	-10	3	0	0.1	2	11
Cc1cc2nc3n(c2cc1C)CC1CC(C(=O)NCCC(C)C)N(C)C31 (stereo not given)
  2	2.3	-2	3	0	0	·	-1	i
Cc1ccsc1/C=N/NC(=S)NCc1ccccc1
  -1	1.9	-2	11	1	2	-0.1	1	-6
CCCn1c(NCc2cc(C)ccc2O)nc2ccccc21
  4	-0.7	-2	5	3	-3	-0.1	-2	14
NC(=O)CSc1nnc(NC(=O)C23CC4CC(CC(C4)C2)C3)s1
  -3	1.0	4	1	0	-4	-0.2	-1	-2
COc1ccc(C2C(C(=O)N3CCCC3)c3cc(OC)c(OC)cc3C(=O)N2C)cc1OC (stereo not given)
  5	0.8	-1	-3	0	-5	0.0	-4	0
Cc1cc(C)cc(Oc2ccc(NC(=O)C3CC=CCC3C(=O)O)cc2)c1 (stereo not given)
  4	1.8	3	15	2	1	-0.1	-2	-3
CCO/N=C(/C)c1c(O)cc(-c2ccccc2)n(-c2ccccc2)c1=O
  -4	-0.1	3	-4	-3	5	0.1	0	-19
CCNc1nc(NC(C)C)nc(NS(=O)(=O)c2ccc(N)cc2)n1
  3	0.9	1	10	-1	-3	0.1	-5	4
O=C(NCc1ccccn1)c1cccc(NS(=O)(=O)c2cccc(Cl)c2)c1
  -5	-1.1	5	-3	-1	9	-4.3	-2	0
CCCn1nnnc1NCc1cc(Br)ccc1OC
  1	0.3	2	-11	-2	-2	0.0	-3	3
O=C(NCc1cccs1)c1cccc(Nc2nc3ccc(Br)cc3[nH]2)c1
  -16	5.2	-1	21	3	-2	0.1	1	-2
CCN1C(=O)S/C(=C/c2c(OCc3ccc(C(=O)O)cc3)ccc3ccccc23)C1=O
  5	4.2	15	-7	11	-1	0.3	3	18
COc1ccc(OC)c(Nc2cc(C)nc3ccc(C)cc23)c1
  -2	-2.5	0	2	-4	4	0.1	0	0
O=C(O)c1cccc(NCc2ccncc2)c1
  3	0.7	-4	5	-1	2	-0.1	0	2
CC(C)NC(=O)c1ccc(NC(=O)CC2SC(N3CCCCC3)=NC2=O)cc1 (stereo not given)
  0	0.5	·	80*	-1	·	0.0	·	5
COc1ccc(-c2n[nH]c3c2CN(C(=O)c2ccc(F)cc2)CC3)cc1
  2	-1.7	-4	3	-4	2	-0.3	11	?
COc1ccc2nc(NC(=O)c3ccc(NC(=O)C4CCCO4)cc3)sc2c1 (stereo not given)
  -3	3.0	0	12	5	-7	3.1	-3	-17
CC(=O)N[C@@H](Cc1c[nH]c2ccccc12)C(=O)NC1CCCc2ccccc21 (stereo not given in full)
  3	4.5	-19	18	3	2	-0.1	-5	9
O=C(CN(c1ccccc1F)S(=O)(=O)c1ccccc1)Nc1ccc2c(c1)OCCO2
  6	3.7	2	-27	2	2	0.0	3	-8
COc1ccccc1Cn1c(C(C)C)nc2ccccc21
  1	1.4	2	8	-2	4	-0.1	-2	-13
O=C(NCc1cccs1)c1noc2c1CCCC2
  1	-2.7	4	1	-5	-2	0.0	3	3
COc1ccc2c(c1)c(C(=O)CN1CCN(c3ccccc3)CC1)c(C)n2C
  -1	-0.5	10	23	1	-4	-0.1	-1	1
CN(C)CCCN1C(=O)c2oc3ccc(F)cc3c(=O)c2C1c1cccnc1 (stereo not given)
  7	2.2	-9	2	-5	0	0.0	-5	8
CCOc1c(OC)cccc1C1CC(=O)Nc2cc(OC)c(OC)cc21 (stereo not given)
  1	1.6	1	4	1	1	0.1	-2	-12
C/C(=N\O)c1ccccc1C(=O)O
  4	-1.0	-11	9	-3	2	0.0	-5	-5
Cc1ccc(C(=O)OCC(=O)Nc2cccc(S(=O)(=O)N3CCOCC3)c2)o1
  -3	-3.0	·	-5	-2	·	-0.1	·	1
Cc1nn(C)c(Oc2ccccc2)c1CCNC(=O)C(C)(C)C
  -1	-2.1	-7	3	-6	0	-0.1	0	1
COc1ccc(C2CC(c3ccccc3)=NN2C(=O)CSc2ncccn2)cc1 (stereo not given)
  5	2.2	17	4	0	0	0.1	-1	-9
CCOc1ccc(N(CC(=O)NCCc2ccccc2)C(=O)CCC(=O)Nc2cc(C)ccn2)cc1
  0	1.9	6	-3	4	9	0.1	1	-4
Nc1ccc(S(=O)(=O)C(F)(F)F)cc1N
  -4	-2.5	-1	3	1	0	0.0	-1	-23
CCOC(=O)N1CCN(S(=O)(=O)c2ccc(C(=O)Nc3nc4c(s3)CC(C)CC4)cc2)CC1 (stereo not given)
  0	0.1	8	11	-1	-1	0.4	3	-5
Fc1cc2[nH]c(=S)[nH]c2cc1Cl
  -4	-0.1	1	12	-3	-4	-0.1	-2	4
CCN(CC)CCC(c1ccc2c(c1)OCO2)c1c(OC)cc(OC)c2c(-c3ccccc3)cc(=O)oc12 (stereo not given)
  1	2.0	-10	23	2	0	·	2	0
CCn1c(SCC(=O)N2c3ccccc3Sc3ccccc32)nnc1-c1ccco1
  4	2.3	-1	-5	-1	0	0.0	-2	5
Cc1ccsc1/C=C1\CCC(C2CCCC2)C1=O (stereo not given)
  3	1.7	3	0	-1	0	0.1	1	-3
NC(=O)C1CCN(C(=O)C2CC(=O)N(c3ccc4c(c3)OCCO4)C2)CC1 (stereo not given)
  2	0.0	·	9	-1	·	0.0	·	0
COc1cc(C)c(C(=O)Oc2cc(C)c(C(=O)O)c(O)c2C)c(O)c1C(=O)O
  -1	0.9	-1	0	-3	4	0.1	-1	·
Cc1ccc(C)c(NC(=O)Cc2nc(CCl)cs2)c1
  -1	2.4	8	-5	-5	2	-0.1	-2	10
COc1cc2c(-c3ccccc3O)nc3c(c(C)nn3-c3ccccc3)c2cc1OC
  4	-1.1	-49	9	-2	1	-0.5	0	8
CCCNC(=O)Cn1c2ccccc2c2nc(=O)cc(C)n21
  3	-0.5	2	-6	4	4	0.0	3	-4
O=C(Nc1cc(Cl)ccc1Cl)C1CC(=O)N(c2ccccc2)C1 (stereo not given)
  -5	1.5	-1	-2	0	2	0.0	-1	31
COc1ccccc1-n1cc2c([N+](=O)[O-])cc([N+](=O)[O-])cc2n1
  -1	1.3	6	1	4	-1	0.0	-3	6
CC(C)(C)OC(=O)NCCc1nnc(SCC(=O)Nc2cccc(Cl)c2)o1
  3	1.5	-1	11	3	-4	0.2	1	-8
O=C(O)c1cccc2c1/C(=N/Nc1ccc([N+](=O)[O-])cc1[N+](=O)[O-])c1ccccc1-2
  -6	0.5	6	10	-3	2	0.0	1	5
O=C1C=C(c2ccc3ncccc3c2)C[C@@H](c2ccc(Cl)cc2)C1
  12	2.5	·	-45	-1	·	-0.2	·	2
CCc1ccc(OC(=O)CN2C(=O)c3ccccc3C2=O)cc1
  3	3.9	3	-3	3	2	0.2	2	-11
CCN(CC)c1ccc2cc(S(=O)(=O)c3ccc(Cl)cc3)c(=O)oc2c1
  7	2.7	19	12	-6	7	-0.1	86*	9
CCCCCCSc1ccc([C@H]2N[C@@](CC(C)C)(C(=O)OC)[C@H]3C(=O)N(C)C(=O)[C@@H]23)cc1OC
  0	5.7	5	3	5	5	0.1	0	1
COc1cc(OC)cc(C(=O)Nc2ccc(S(=O)(=O)Nc3ncccn3)cc2)c1
  7	-0.3	-1	5	-4	0	-0.1	-2	22
Cc1ccc(S(=O)(=O)NCc2ccc(C(=O)NCCN(Cc3ccccc3)C(C)C)cc2)cc1
  6	0.6	-4	5	1	3	-0.1	-2	8
CCOc1ccc(OCC)c(NC(=O)C(NS(=O)(=O)c2ccc3c(c2)oc(=O)n3C)C(C)C)c1 (stereo not given)
  -2	1.3	-1	8	-2	-6	-0.2	-3	·
N#CCCN(C(=O)COC(=O)Cc1ccc(Br)cc1)c1ccccc1
  24	1.6	0	41	-1	-3	0.0	0	-17

Later entries
Values run as follows: LYPLA2 inh	PP5 primary	core dimer inh	PREPL inh	PP1 inh	CTSL1 counter	Efflux pump inh	TPT1 inhibitor	GASC-1 inh
CCNC(=O)NC(=O)C(C)OC(=O)c1cccnc1SC (stereo not given)
  13	-1.2	-4	12	2	-1	-0.1	-2	-6
CCOc1ccc(N2CC(C(=O)Nc3cccnc3)CC2=O)cc1 (stereo not given)
  2	-0.7	7	0	-1	2	-0.2	-1	10
CC(Oc1ccc(NC(=O)c2ccco2)cc1)C(=O)N1c2ccccc2CC1C (stereo not given)
  -6	1.5	6	-61	-3	-2	0.0	-2	0
O=[N+]([O-])c1cccc(-n2nnnc2CN2CCCCCC2)c1
  2	1.6	0	-11	1	1	0.1	0	8
CCOc1ccc(CN(Cc2ccco2)C(c2cccs2)c2nnnn2C(C)(C)C)cc1 (stereo not given)
  -8	-0.1	3	-2	2	8	0.2	2	0
O=C(CCS(=O)(=O)c1cccc2nsnc12)N1CC(=O)N(CCc2ccccc2)C(=O)C1
  4	-2.7	8	13	7	-4	0.2	-2	-4
NC(=O)CSc1cn(Cc2ccc(F)cc2)c2ccccc12
  -1	-0.6	-4	26	-3	-4	-0.1	0	-15
Cc1ccc(N(CC(=O)NC2CCCC2)C(=O)CCC(=O)Nc2nccs2)cc1C
  10	0.5	-7	0	-4	2	-0.1	0	3
O=c1c2[nH]c3ccccc3c2ncn1Cc1ccncc1
  1	2.4	-1	-12	-1	-1	-0.1	0	1
O=C(c1ccco1)N1CCN(Cc2cccc([N+](=O)[O-])c2)CC1
  4	2.2	4	5	1	-1	0.0	-3	-3
N#CC1=C(N)N2C(=C(C#N)C1c1cccc(Br)c1)Nc1ccccc12 (stereo not given)
  16	-0.7	9	-8	-4	0	-0.2	9	-3
Cc1cccn2cc(CCNC(=O)c3cccs3)nc12
  10	4.0	2	-8	-1	3	-0.1	-1	22
